NCOA1 inh: SRC1 coactivator transcriptional activity inhibitors, primary screen, cell-based, luminescence | HEK293 GAL4-SRC1 luciferase reporter | inhibition, % at 3.6 µM | hit rate 0.12% among 360,000;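 active = inhibition above the campaign mean plus 3 SD, with each screening campaign given its own cutoff, cut at about 60% in these data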;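 note: 0% = DMSO treated cells and 100% = gossypol at 36 µM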
TROY signal inh: inhibitors of TROY-driven NF-kB signaling, primary screen, Q293 LMP1-TROYcd cells, NF-kB luciferase, uHTS; inhibition, % at 10 µM; hit rate 0.98% among 360,000; Q293 LMP1-TROYcd NF-kB luciferase reporter, 4 h; AID 1347056, 2019;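 active = compounds whose plate-normalised and pattern-corrected inhibition of the luciferase reporter signal at the single screening dose is 50% or more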
TWEAK-Fn14 inh: inhibitors of TWEAK-Fn14 signaling, primary screen, luciferase reporter cells, uHTS. AID 1159606, 2016. TWEAK-stimulated Fn14 reporter cells, luciferase luminescence, 8 h. hit rate 2% among 360,000. inhibition, % at 10 µM; in the data active = inhibition above about 50%
NR2F2 inh: NR2F2 transcriptional activity inhibitors, primary screen, cell-based, luciferase reporter, HEK293T, luminescence | COUP transcription factor 2 (Homo sapiens), P24468 | HEK293T NGFI-A luciferase reporter | inhibition, % at 8.6 µM | hit rate 0.7% among 370,000;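 active = inhibition above a per-plate cutoff, mean inhibition of test wells between control levels plus 3 SD, cut at about 38% in these data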;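 note: cells cotransfected with COUP-TFII expression vector driving the NGFI-A reporter; 0% = median of COUP-TF2 test wells and 100% = reporter-only cells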
Target sequence (P24468 whole entry, looked up): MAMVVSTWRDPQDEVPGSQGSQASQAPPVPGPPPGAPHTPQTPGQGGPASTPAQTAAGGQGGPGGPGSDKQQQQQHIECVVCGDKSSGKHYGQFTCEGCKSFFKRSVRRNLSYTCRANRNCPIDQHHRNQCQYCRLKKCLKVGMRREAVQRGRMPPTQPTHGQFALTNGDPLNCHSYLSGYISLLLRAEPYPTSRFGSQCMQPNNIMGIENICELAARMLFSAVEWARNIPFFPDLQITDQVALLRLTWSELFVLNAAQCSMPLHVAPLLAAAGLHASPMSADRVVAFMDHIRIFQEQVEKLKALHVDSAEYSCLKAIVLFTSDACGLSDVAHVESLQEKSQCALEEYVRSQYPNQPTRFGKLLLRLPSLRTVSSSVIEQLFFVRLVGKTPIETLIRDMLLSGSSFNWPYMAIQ
NCOA2 inhibitor: inhibition of GAL4-SRC2 driven luciferase reporter, primary screen, SRC2 inhibitor project, cell-based, luminescence; Nuclear receptor coactivator 2 (Homo sapiens), Q15596; HEK293 GAL4-SRC2 luciferase reporter; inhibition, % at 9 µM; hit rate 0.17% among 370,000; AID 651957, 2012;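 active = inhibition above the mean inhibition of all tested compounds plus 3 SD, set per campaign, cut at about 52% in these data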;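 note: 0% = DMSO treated cells and 100% = cells given Gossypol at 36 µM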
SRC3 inh: SRC3 coactivator transcriptional activity inhibitors, primary screen, cell-based, luminescence. Nuclear receptor coactivator 3 (Homo sapiens), Q9Y6Q9. HEK293 GAL4-SRC3 luciferase reporter. inhibition, % at 3.6 µM. hit rate 0.17% among 360,000. AID 588352, 2011;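 active = inhibition above a per-campaign cutoff, the mean of all compounds plus 3 SD, cut at about 60% in these data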;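 note: 0% = DMSO-treated cells and 100% = gossypol-treated cells at 36 µM; higher means less SRC3-driven luciferase light from the GAL4 reporter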
NOD2 RIPK2 PPI: NOD2-RIPK2 binding disruptors in cells, primary screen, fluorescence, CHO cells, BLA complementation; CCF4 ratio; inhibition, % at 4.98 µM; hit rate 0.38% among 360,000; in the data active = inhibition above about 21%;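 note: 0% = vehicle only and 100% = reference blocker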
Target sequence (O43353 whole entry, looked up): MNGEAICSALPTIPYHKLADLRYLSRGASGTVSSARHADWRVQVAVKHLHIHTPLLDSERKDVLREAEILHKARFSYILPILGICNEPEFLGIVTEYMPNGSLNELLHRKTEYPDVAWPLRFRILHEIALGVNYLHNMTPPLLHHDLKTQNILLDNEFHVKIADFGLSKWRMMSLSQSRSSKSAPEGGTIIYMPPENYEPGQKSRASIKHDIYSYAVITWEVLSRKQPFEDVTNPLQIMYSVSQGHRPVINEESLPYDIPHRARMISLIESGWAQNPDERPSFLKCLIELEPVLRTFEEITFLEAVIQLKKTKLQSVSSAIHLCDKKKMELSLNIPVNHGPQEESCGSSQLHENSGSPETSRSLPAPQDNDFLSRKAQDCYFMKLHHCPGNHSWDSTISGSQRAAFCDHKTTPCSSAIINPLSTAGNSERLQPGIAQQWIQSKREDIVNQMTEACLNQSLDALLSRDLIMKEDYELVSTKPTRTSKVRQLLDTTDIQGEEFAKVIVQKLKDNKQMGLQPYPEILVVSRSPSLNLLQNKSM
NR5A2 inv ag: LRH-1 (NR5A2) inverse agonists, primary screen, cell-based, luminescence, HEK293T, StAR-luciferase reporter | Nuclear receptor subfamily 5 group A member 2 (Homo sapiens), O00482 | LRH-1 transfected, 24 h | inhibition, % at 3.6 µM | hit rate 0.13% among 360,000;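 active = inhibition above the mean inhibition of all tested compounds plus 3 SD, cut at about 73% in these data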;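 note: 0% = DMSO wells and 100% = reporter-only cells lacking LRH-1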
Exocytosis inh: LAMP-1 surface exposure blockers, TALL-104 cells – cell-based, flow cytometry, MLPCN library, primary screen; inhibition, % at 10 µM; TALL-104 LAMP-1 surface exposure; cells stimulated with thapsigargin and PMA; hit rate 0.66% among 360,000; AID 651702, 2012;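 active = inhibition above about 55%, limit read from the data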
TLR9-MyD88 inh: inhibitors of TLR9-MyD88 association in cells, primary screen, cell-based, CHO, BLA complementation, fluorescence; Toll-like receptor 9 (Homo sapiens) + Myeloid differentiation primary response protein …; CCF4 FRET ratio; inhibition, % at 4.98 µM; hit rate 0.21% among 340,000;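 active = inhibition above the mean over all tested compounds plus 3 SD, cut at about 21% in these data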;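 note: 0% = DMSO only wells and 100% = clavulanate BLA inhibitor control wells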
ABHD5 PLIN5 PPI: ABHD5-PLIN5 interaction inhibitors, primary screen, cell lysate, split luciferase complementation, luminescence; Perilipin-5 (Homo sapiens) + 1-acylglycerol-3-phosphate O-acyltransferase ABHD5 (Homo …; Split G. princeps luciferase complementation, 4 h; inhibition, % at 4 µM; hit rate 0.78% among 360,000; AID 602281, 2012;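 active = inhibition above the mean inhibition across every tested compound plus 3 SD, cut at about 22% in these data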;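 note: 0% = DMSO only wells and the 100% control is not disclosed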
Active calls of the source: *; · = no result given.

A first look (two entries):
cpd	smiles	NCOA1 inh	TROY signal inh	TWEAK-Fn14 inh	NR2F2 inh	NCOA2 inhibitor	SRC3 inh	NOD2 RIPK2 PPI	NR5A2 inv ag	Exocytosis inh	TLR9-MyD88 inh	ABHD5 PLIN5 PPI
1	CCC(=O)Oc1ccc(C(CC)C(CC)c2ccc(OC(=O)CC)cc2)cc1 (stereo unspecified)	-14	-7	8	1	18	-3	9	8	3	5	8
2	CC1CN(C(=S)SCCN2C(=O)CCC2=O)CC(C)O1 (stereo unspecified)	-10	14	27	-13	5	7	-18	-12	0	-10	3

The list itself (from the top)
cpd	smiles	NCOA1 inh	TROY signal inh	TWEAK-Fn14 inh	NR2F2 inh	NCOA2 inhibitor	SRC3 inh	NOD2 RIPK2 PPI	NR5A2 inv ag	Exocytosis inh	TLR9-MyD88 inh	ABHD5 PLIN5 PPI
1	CCC(=O)Oc1ccc(C(CC)C(CC)c2ccc(OC(=O)CC)cc2)cc1 (stereo unspecified)	-14	-7	8	1	18	-3	9	8	3	5	8
2	CC1CN(C(=S)SCCN2C(=O)CCC2=O)CC(C)O1 (stereo unspecified)	-10	14	27	-13	5	7	-18	-12	0	-10	3
3	O=C(O)COc1ccc2nsnc2c1Cl	-10	18	-3	-15	-29	-1	-1	11	0	-12	-5
4	COc1ccc(S(=O)(=O)N2CCCC(C(=O)NCc3ccccn3)C2)cc1 (stereo unspecified)	-11	8	-13	-6	-9	-45	3	20	0	1	-4
5	COc1ccc(C(C)=O)cc1CC(=O)NC1CCCCCC1	9	7	5	-20	10	4	2	1	9	-11	-4
6	COc1ccc(/C=C/C(=O)NC(=S)NNC(=O)Cc2cccs2)cc1OC	6	8	-14	-1	0	-8	0	-5	4	2	2
7	COc1ccc(-c2ccnc(-c3ccc(OCCCF)cc3)n2)cc1	10	-3	24	-1	10	9	0	5	1	-1	-5
8	Cc1nc2ccc(NC(=O)C3COc4ccccc4O3)cc2s1 (stereo unspecified)	-80	-48	-17	0	-50	-56	-2	-82	0	1	3

Individual results from the list.
compound 4 @ TWEAK-Fn14 inh = -13
compound 3 @ TWEAK-Fn14 inh = -3

Next section
cpd	smiles	NCOA1 inh	TROY signal inh	TWEAK-Fn14 inh	NR2F2 inh	NCOA2 inhibitor	SRC3 inh	NOD2 RIPK2 PPI	NR5A2 inv ag	Exocytosis inh	TLR9-MyD88 inh	ABHD5 PLIN5 PPI
9	CCc1ccc(N(CC(=O)NC2CCCCC2)S(=O)(=O)c2c(C)noc2C)cc1	11	11	-21	16	-20	6	-5	-8	-6	3	0
10	COc1ccccc1Nc1nc(-c2c(C)nc3ncccn23)cs1	13	-11	0	13	12	15	-3	2	7	1	-11
11	COc1ccccc1C1=NN(C2=NN=C(N)Cc3ncnn32)C(O)(C(F)(F)F)C1 (stereo unspecified)	2	-19	5	-10	0	4	-4	18	0	7	2
12	Cc1cc(CN2CCCC(CO)(Cc3cccc(Cl)c3)C2)n[nH]1 (stereo unspecified)	5	0	2	-3	16	15	-4	2	-5	15	8
13	COc1ccc(CN2CC(=O)N(c3ccc(C)cc3C)C2=S)cc1OC	-6	13	-28	-3	9	18	3	5	-1	7	-5
14	CCCCOC(=O)Cn1c(=O)n(CC(=O)OCCCC)c2cc(C)ccc21	-20	2	7	-3	-15	0	-1	19	2	-2	-2
15	COc1ccc(C(=O)NCCNc2nc3cc(C)cc(C)c3cc2C#N)nc1	·	·	·	-39	4	·	-2	-5	-11	·	-7
16	O=C(CNC(=O)c1ccccc1)OC(C(=O)O)c1ccc(F)cc1 (stereo unspecified)	-2	-2	-6	3	15	-10	-2	-8	-5	2	-3

Ordered by value in NR2F2 inh (highest first): 6 from the list above.
No.	molecule	NCOA1 inh	TWEAK-Fn14 inh	NR2F2 inh	NCOA2 inhibitor	SRC3 inh	NOD2 RIPK2 PPI	NR5A2 inv ag	Exocytosis inh	TLR9-MyD88 inh	ABHD5 PLIN5 PPI
9	CCc1ccc(N(CC(=O)NC2CCCCC2)S(=O)(=O)c2c(C)noc2C)cc1	11	-21	16	-20	6	-5	-8	-6	3	0
8	Cc1nc2ccc(NC(=O)C3COc4ccccc4O3)cc2s1 (stereo unspecified)	-80	-17	0	-50	-56	-2	-82	0	1	3
7	COc1ccc(-c2ccnc(-c3ccc(OCCCF)cc3)n2)cc1	10	24	-1	10	9	0	5	1	-1	-5
14	CCCCOC(=O)Cn1c(=O)n(CC(=O)OCCCC)c2cc(C)ccc21	-20	7	-3	-15	0	-1	19	2	-2	-2
4	COc1ccc(S(=O)(=O)N2CCCC(C(=O)NCc3ccccn3)C2)cc1 (stereo unspecified)	-11	-13	-6	-9	-45	3	20	0	1	-4
2	CC1CN(C(=S)SCCN2C(=O)CCC2=O)CC(C)O1 (stereo unspecified)	-10	27	-13	5	7	-18	-12	0	-10	3

Next section:
cpd	smiles	NCOA1 inh	TROY signal inh	TWEAK-Fn14 inh	NR2F2 inh	NCOA2 inhibitor	SRC3 inh	NOD2 RIPK2 PPI	NR5A2 inv ag	Exocytosis inh	TLR9-MyD88 inh	ABHD5 PLIN5 PPI
17	CC[C@H]1c2[nH]c3ccccc3c2C[C@@H]2C(=O)N(c3ccc(F)cc3)C(=O)N21	15	10	46	6	-19	8	-7	-2	-1	8	2
18	Cc1cc(C)c(NC(=O)CSc2nnc(CNC(=O)c3ccco3)o2)c(C)c1	-10	8	-8	-3	-2	-1	8	8	-1	-7	1
19	CC12CCC(=O)N1C(C(=O)Nc1nccs1)CS2 (stereo unspecified)	6	-6	-5	0	-20	-23	-4	-5	-7	-1	5
20	N#Cc1cc(N2CCOCC2)nc2ccccc12	-2	-11	-1	11	-1	16	10	-21	-4	-1	-13
21	CCC1Nc2ncnc(N3CCN(c4ccccc4)CC3)c2N(Cc2ccc(Br)cc2)C1=O (stereo unspecified)	4	-8	9	10	-22	8	2	9	0	-5	9
22	CCN(C(=O)CN1CCN(c2ccccc2F)CC1)c1c(N)n(Cc2ccccc2)c(=O)[nH]c1=O	-14	5	5	-3	-8	18	6	10	5	4	-3
23	CCN(C[C@H]1N[C@@](Cc2ccccc2)(C(=O)OC)[C@H]2C(=O)N(Cc3ccccc3)C(=O)[C@@H]12)C(=O)COC	2	0	10	-2	4	-4	-9	25	8	4	-5
24	Oc1ccc(N=Nc2n[nH]c(-c3ccc(Br)cc3)n2)cc1	-16	-74	13	0	-47	20	5	3	-5	-5	3
25	CC(=O)Nc1ccc(-c2ccnc3c2CC(C)(C(=O)Nc2cccc(Oc4ccccc4)c2)O3)cc1 (stereo unspecified)	6	22	12	13	4	-46	-2	-2	1	·	9
26	CCOC(=O)N1CCC(=NNC(N)=O)C1	-4	6	1	-21	-7	1	2	-9	-1	-12	2
27	CCc1nc2c(OCCC3CCCCC3)cccn2c1N(C)C(=O)c1ccc(OC)cc1	-4	3	-6	26	18	1	8	-3	-1	·	1
28	Nc1nc2n(n1)C(c1ccccc1Cl)CC(c1ccc(F)cc1)N2 (stereo unspecified)	-8	-10	-6	4	-26	4	2	15	-6	-2	-3
29	Cc1ccc(/C=C/C(=O)Nc2nc3ccccc3[nH]2)cc1	-71	-39	16	-45	-33	-78	-2	-63	3	5	3
30	CC1(C(=O)Nc2cccc3cccnc23)CCN1C(=O)Cc1ccc(Cl)cc1Cl (stereo unspecified)	-27	11	-18	-5	-6	-23	-1	-13	3	·	-10
31	C/C(=N\NC(=O)C1CC1)c1ccc(C)cc1C	-10	-19	16	20	13	3	7	-9	0	12	5
32	O=C(O)C1C=CCC(C(=O)O)C1 (stereo unspecified)	-25	-17	3	7	-12	-3	-7	10	-2	0	3
33	C#CCN(C[C@@H]1[C@@H](OC(=O)NC2CC2)[C@@H](OC(=O)NC2CC2)Cn2c(=O)n(CCCCCC)c(=O)n21)S(=O)(=O)c1ccc(C)cc1	-7	-10	-24	5	-10	-5	8	1	0	0	-3
34	Cc1nnc(SCC(=O)N2CCN(Cc3ccccc3)CC2)s1	13	-19	-6	-7	-6	15	-5	-18	1	8	2
35	COc1cccc(NC(=O)CNC(=O)c2ccc(OC)c(OC)c2)c1	5	4	13	-10	3	10	-2	3	-1	1	4
36	CC1=NN(c2ccccc2)C(=O)/C1=C\c1ccc(Oc2ccc([N+](=O)[O-])cc2[N+](=O)[O-])cc1	6	40	5	6	4	12	2	-18	24	9	13
37	O=C(NC1CC1)C1CCN(C2CCN(C(=O)c3ccc4cccc(F)c4n3)CC2)CC1	0	0	-2	-4	-7	10	0	8	2	-1	4
38	COC(=O)CSc1nnc(SCc2ccc(Cl)cc2)s1	-16	12	-1	15	23	-3	1	5	-1	7	-7
39	Cc1ccc(NC(=O)C2CCN(C(=O)NC3CCCCC3)CC2)cc1	-10	-4	-10	7	-13	6	-4	-4	-2	6	6
40	O=C(Nc1nnc(-c2cccc(F)c2)s1)Nc1ccccc1F	-43	-42	-27	0	-10	2	-6	1	8	-5	-1
41	CC[C@@H]1C/C=C\Cc2ccccc2[C@H](C(=O)C[C@@H](O)CC(C)=O)OC1=O	-1	14	-3	7	20	10	0	-24	14	-7	-4

Some of the compounds tested; the hit share may differ from the screen's.
